# Screening results deposited in PubChem BioAssay by several laboratories.
# M4 antag: antagonists of human muscarinic M4 receptor (CHRM4). P08173. CHO-hM4 cells, ACh EC80, Fluo-8 calcium fluorescence. inhibition, % at 3 µM. 360,000 tested, 0.73% active;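 active = inhibition above its plate's cutoff, the mean inhibition of sample wells plus 3 SD, cut at about 27% in these data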;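 also: 0% = acetylcholine EC80 with DMSO and 100% = DMSO without agonist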
# Target sequence (P08173 whole entry, looked up): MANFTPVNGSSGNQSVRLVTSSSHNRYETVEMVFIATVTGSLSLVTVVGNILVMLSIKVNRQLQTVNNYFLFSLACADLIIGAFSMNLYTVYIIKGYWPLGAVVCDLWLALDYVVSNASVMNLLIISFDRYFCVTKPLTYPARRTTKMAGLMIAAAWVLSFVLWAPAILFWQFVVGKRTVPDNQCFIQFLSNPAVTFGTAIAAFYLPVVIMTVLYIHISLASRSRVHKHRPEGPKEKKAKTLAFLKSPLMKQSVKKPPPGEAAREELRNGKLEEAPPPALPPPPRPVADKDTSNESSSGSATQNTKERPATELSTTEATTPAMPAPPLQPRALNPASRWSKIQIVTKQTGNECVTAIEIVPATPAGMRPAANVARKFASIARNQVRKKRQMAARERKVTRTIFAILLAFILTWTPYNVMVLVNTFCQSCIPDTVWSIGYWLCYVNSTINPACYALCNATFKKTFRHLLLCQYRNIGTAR
# M4 ag: agonists of human muscarinic M4 receptor (CHRM4) | P08173 | CHO-K1 hM4/Gqi5, Fluo-8 calcium fluorescence; vehicle 0%, full acetylcholine response 100% | activation, % at 3 µM | 360,000 tested, 0.14% active | AID 624127;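 active = activation above the run mean over all test wells plus 3 SD, cut at about 32% in these data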;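 also: peak over basal fluorescence ratio per well then scaled between controls; 0% = DMSO wells and 100% = acetylcholine at EC100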
# CRFBP-R2 block: CRF-BP/CRF-R2 complex antagonism; HEK293 CRF-R2/CRF-BP, CRF-induced calcium fluorescence; inhibition, % at 11.8 µM; 350,000 tested, 0.59% active;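 active = inhibition of the ligand-induced calcium signal above about 50% at the single tested concentration, limit read from the data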
# CHRM5 agonist: CHRM5 agonism in calcium assay | P08912 | CHO-K1 hM5 cells, Fluo-8 calcium fluorescence; 0% DMSO wells, 100% maximal acetylcholine response | 360,000 tested, 0.19% active | activation, % at 3 µM | AID 624037;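 active = activation above the run's mean over test compounds plus 3 SD, cut at about 23% in these data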;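 also: signal is peak over basal fluorescence ratio across the kinetic read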
# CRFR2-BP ag: agonists of human CRF-binding protein/CRF-R2 receptor complex. 350,000 tested, 0.46% active. activation, % at 13.2 µM. HEK293 CRF-R2/CRF-BP, calcium dye fluorescence (FLIPR); percent of saturating CRF peptide response;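 active = activation of at least 50%, plus an integration ratio under a set limit after plate pattern correction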;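 also: plate controls were neutral control wells without compound for no effect and CRF at EC100 for full effect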
# M4 PAM: CHRM4 positive allosteric modulation | CHO-K1 hM4/Gqi5, Fluo-8 calcium fluorescence, ACh EC20; 0% = ACh EC20, 100% = maximal ACh | AID 624126 | activation, % at 3 µM | 360,000 tested, 0.4% active;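 active = activation above its plate's cutoff, the mean activation of sample wells plus 3 SD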; also: some results filed as inactive read as strong as hits
# CHRM1 PAM: positive allosteric modulators of human M1 muscarinic receptor | P11229 | CHO-K1 hM1, Fluo-8 calcium fluorescence, ACh EC20; 0% = ACh EC20, 100% = maximal ACh | activation, % at 3 µM | 360,000 tested, 0.088% active; in the data active = activation above about 19%, passing the limit was not always enough
# Target sequence (P11229 whole entry, looked up): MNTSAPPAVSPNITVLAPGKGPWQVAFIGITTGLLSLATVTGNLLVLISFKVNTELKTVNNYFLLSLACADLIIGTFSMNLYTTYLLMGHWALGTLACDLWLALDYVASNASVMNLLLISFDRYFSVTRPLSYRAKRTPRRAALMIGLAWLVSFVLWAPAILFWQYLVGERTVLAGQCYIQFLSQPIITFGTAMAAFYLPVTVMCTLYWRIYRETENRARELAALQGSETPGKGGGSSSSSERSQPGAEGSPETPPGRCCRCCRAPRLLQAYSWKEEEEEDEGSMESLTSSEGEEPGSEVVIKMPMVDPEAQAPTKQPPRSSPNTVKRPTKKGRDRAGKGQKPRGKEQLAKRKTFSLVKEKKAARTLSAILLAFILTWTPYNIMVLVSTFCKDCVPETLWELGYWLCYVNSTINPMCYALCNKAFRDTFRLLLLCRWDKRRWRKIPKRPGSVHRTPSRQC
# CHRM5 antagonist: CHRM5 antagonism in calcium assay | 360,000 tested, 0.59% active | CHO-hM5 cells, Fluo-8 calcium fluorescence, ACh EC80 | P08912 | AID 624040 | inhibition, % at 3 µM;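 active = inhibition above a per-plate cutoff, the mean of that plate's test compounds plus 3 SD, cut at about 27% in these data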;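 also: 0% = acetylcholine EC80 with DMSO and 100% = DMSO without agonist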
# M5 PAM: positive allosteric modulators of human muscarinic M5 receptor; 360,000 tested, 0.3% active; AID 624038; P08912; CHO-K1 hM5, Fluo-8 calcium, ACh EC20 PAM; 0% = ACh EC20, 100% = ACh EC100; activation, % at 3 µM;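 active = activation above the run cutoff, the mean activation of all test compounds plus 3 SD, cut at about 18% in these data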
#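 Measured by: Fluo-8 calcium fluorescence; material: human M5 receptor in CHO-K1 cells; schedule: Post-acetylcholine fluorescence recording 140 s; benchmarks: low control EC20 acetylcholine (0%), high control EC100 acetylcholine (100%); read-out: Max/basal fluorescence ratio as % of EC20–EC100 ACh window; compound: single dose, 3 µM nominal final test concentration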
# Starred values were filed as active, the others as inactive; . = not tested or not shown.
SMILES,M4 antag,M4 ag,CRFBP-R2 block,CHRM5 agonist,CRFR2-BP ag,M4 PAM,CHRM1 PAM,CHRM5 antagonist,M5 PAM
O=C1C(=O)N(CCN2CCOCC2)C(c2ccc(Cl)cc2)/C1=C(/O)c1ccc(S(=O)(=O)N2CCOCC2)cc1 (configuration not stated),-7,1,-7,-2,4.1,2,13,3,1
O=C(c1ccco1)N1CCC(c2nc3ccccc3[nH]2)CC1,-5,1,-2,-2,-0.8,-3,12,4,1
Cc1ccc2c(c1)N(CCC(=O)NC(C)C)C(=O)CO2,-15,1,28,-2,-2.8,-26,1,-7,-1
CC(=O)Nc1ccc(S(=O)(=O)N2CCN(CCC#N)CC2)cc1,4,0,16,2,-1.3,-7,1,1,-6
Cn1c(SCCOc2ccccc2Cl)nnc1-c1ccncc1,-9,2,0,3,0.0,16,9,-6,3
COc1ccc(NC(=O)Nc2cccc3ccccc23)cc1OC,5,4,4,-3,-2.6,-3,-10,9,-5
N/C(=N\OC(=O)Cc1ccc(-c2ccccc2)cc1)c1ccncc1,0,0,14,-5,-0.5,-3,-3,1,-2
CCN(C[C@H]1N[C@@](C)(C(=O)OC)[C@H]2C(=O)N(Cc3ccccc3)C(=O)[C@@H]12)C(=O)C1CCCCC1,-11,6,-3,1,0.9,6,16,1,-5
O=C(c1csc2c1CCCC2)n1cccn1,9,0,2,-1,-0.3,-7,6,0,0
N=c1n(-c2ccccc2)c(O)cc(=O)n1-c1ccccc1,-6,0,-6,4,0.2,-6,3,-6,-1
CCc1nn(CCCC(=O)N(C)Cc2ccccc2)c(=O)c2cc3occc3n12,4,5,-3,-5,-0.9,2,9,6,-3
O=C(Nc1ccc(Cl)c(Cl)c1)Nc1ccc([N+](=O)[O-])cn1,-13,1,-4,-1,-0.5,9,-3,5,-7
COc1cccc(N2C(=NC(=O)COc3ccccc3)SC3CS(=O)(=O)CC32)c1 (configuration not stated),-11,1,-7,-5,0.6,-4,5,8,-3
CC1CCN(C(=O)C2CCCN(S(C)(=O)=O)C2)CC1 (configuration not stated),-7,0,12,-1,-1.8,11,9,-3,-2
C=CCN1C(=O)C(Cc2ccccc2Cl)SC1=Nc1ccc(C(=O)O)cc1 (configuration not stated),10,5,5,1,-0.4,-3,5,-1,13
CC1CCc2c(sc3ncnc(NCc4cccnc4)c23)C1 (configuration not stated),4,0,8,-4,-0.6,-4,3,7,-1
Cc1ccc(C(=O)Nc2cccnc2)cc1[N+](=O)[O-],0,1,-1,-1,-2.9,1,7,-10,-4
COc1ccc(N(CC(=O)NC2CCS(=O)(=O)C2)S(=O)(=O)c2cc(C)ccc2C)cc1 (configuration not stated),0,1,4,-4,-4.4,1,-3,8,5
O=C(NCCC1=CCCCC1)c1[nH]c(C(F)(F)F)nc1-c1ccccc1,-11,12,.,4,.,4,-6,13,-2
CCOCCSC1=C(C#N)C(c2cccs2)C(C(C)=O)=C(C)N1 (configuration not stated),6,1,2,-10,0.4,-1,-4,-1,4
CCOC(=O)c1c(C)[nH]c(C(=O)OCC(O)=C(C#N)c2nc3ccccc3[nH]2)c1C,-2,7,-16,4,4.5,2,7,11,-5
NC(=S)N/N=C/c1cn(-c2ccccc2)nc1-c1cccnc1,1,6,-12,0,-5.2,4,5,10,-6
COCCNc1nc(NCCNC(C)=O)c2sc(-c3ccccc3)cc2n1,-14,6,.,0,.,0,2,2,2
O=C(CS(=O)c1ccc(C(F)(F)F)cc1[N+](=O)[O-])Oc1ccc(Cl)cc1 (configuration not stated),-6,0,11,-2,-1.6,-2,12,1,7
CCNC(=O)C(=O)NCC1CCCN1S(=O)(=O)c1cccs1 (configuration not stated),4,1,13,1,0.8,2,7,4,3
CNC[C@H]1Oc2ccc(NC(=O)Nc3ccccc3)cc2CC(=O)N([C@H](C)CO)C[C@H]1C,0,1,4,3,0.1,4,5,-2,14
Cn1c(N)c(C(c2ccccc2)c2c(N)n(C)c(=O)n(C)c2=O)c(=O)n(C)c1=O,-1,1,1,-4,1.6,11,-4,12,3
COc1ccccc1N(CC(=O)NCC1CCCO1)C(=O)CNS(=O)(=O)c1ccc(Cl)cc1 (configuration not stated),-5,1,-7,-3,-1.0,2,3,12,1
O=C1NC(=Nc2cccnc2)S/C1=C\c1cccc(F)c1,7,2,1,6,0.7,-3,6,-7,-1
C=CCN1C(c2cccc(C(F)(F)F)c2)=CS/C1=C(\C#N)c1nnc(N2CCOCC2)n1-c1ccccc1,-8,3,-16,1,58*,0,3,-7,-3
NC(=O)c1ccccc1NC(=O)Nc1ccccc1Cl,-7,1,-6,1,1.6,-3,8,3,-4
Cc1ccc(C)c(-c2cc(C(=O)Nc3nccs3)c3ccccc3n2)c1,26,9,-28,1,0.1,-22,-12,16,-19
Cc1cc(C(=O)Nc2ccncc2)c2ccccc2n1,3,2,3,3,-0.9,2,16,1,3
Cc1ccccc1NC(=O)C1c2cccc[n+]2CC(=O)N1Cc1ccc2c(c1)OCO2 (configuration not stated),-2,1,5,-5,-0.6,1,13,-3,0
CC(C)(C)NC(=O)C(c1ccc(Cl)cc1)N(CCO)C(=O)c1snc(C(N)=O)c1N (configuration not stated),-9,1,8,-2,0.3,1,6,0,3
CCOC1=C2[C@@H](CN(S(=O)(=O)c3ccccc3)[C@H]2c2ccccc2)[C@H]2C(=O)N(c3ccccc3)C(=O)[C@H]2C1,1,-1,.,0,.,-7,5,17,-6
Cn1nnc(C(O)CNCc2cccs2)n1 (configuration not stated),-10,1,7,-3,4.8,7,4,-4,2
Cc1ccc(C(=O)Nc2c(C)n(C)n(-c3ccccc3)c2=O)cc1S(=O)(=O)N1CCOCC1,8,1,9,1,0.1,16,0,0,0
NC(=O)C1CCN(C2=C(Cl)C(=O)c3ccccc3C2=O)CC1,0,1,-16,-4,-2.2,6,4,9,-5
Cc1ccc(-c2cc(C(F)F)n3ncc(C(=O)N4CCN(c5ccccn5)CC4)c3n2)cc1,-11,0,-7,-4,-3.8,-4,1,-12,-5
O=S(=O)(NCCSc1ccccc1)c1cccs1,11,0,2,-2,0.6,15,7,-4,8
COc1ccc(-c2nnc(N(C)C(=O)c3ccco3)s2)cc1OC,-14,0,19,-4,7.6,-4,10,10,6
COc1ccc(-c2nc(CN3CCN(Cc4cccc(Cl)c4)CC3)c(C)o2)cc1,-4,1,0,-6,-2.3,-5,4,6,-5
COc1ccc(C(=O)c2ccc(OC)c(OC)c2OC)cc1,-2,0,8,-1,-3.9,2,1,16,-8
COc1ccc(CCn2c(-c3ccc(Cl)cc3)n[nH]c2=S)cc1OC,3,1,0,0,0.9,7,7,-15,2
Cc1cc(NC(=O)c2ccco2)no1,16,0,5,1,1.3,-3,8,-5,4
O=C(CN1CC(=O)Nc2ccccc21)Nc1ccc(F)c(F)c1,-2,1,0,-1,0.2,-2,12,4,5
CCOc1cc(C2NC(=S)NC(C)=C2C(=O)Nc2ccc(OC)cc2)ccc1O (configuration not stated),18,1,12,-1,2.8,21,2,2,4
COc1ccc(-c2nc3cc([N+](=O)[O-])ccc3o2)cc1,-8,2,14,-1,-2.0,7,9,-1,-3
C=COC(=O)c1sc2nc(C)cc(C)c2c1N,-3,0,6,-4,-0.8,10,6,17,-6
COc1ccc(CN(C)CC(=O)Nc2ccccc2-c2ccccc2)c(OC)c1,-3,0,8,-5,-0.2,-5,-1,12,-3
O=C(CSc1ccc2nnc(CCNC(=O)c3ccccc3)n2n1)NCc1ccc(F)cc1,-20,3,4,-5,-1.2,0,1,10,-4
COc1ccc(N2CCN(C(=O)C(NC(=O)c3c(F)cccc3F)C(C)C)CC2)cc1 (configuration not stated),9,0,6,0,-0.2,-1,-1,-16,13
Cc1ccc(C(=O)O/N=C/c2c(C)nn(C)c2Cl)cc1,-10,1,-11,-1,0.4,2,4,3,6
CC(C)NC(=O)c1ccc(-c2ccccc2C(F)(F)F)o1,-3,1,-16,8,-0.8,14,-1,-4,4
CC(=O)N/C(=C/c1ccc([N+](=O)[O-])cc1)C(=O)O,-2,1,6,2,0.2,8,-5,-17,8

# Compounds above containing a Cl atom, in the order listed:
SMILES,M4 antag,M4 ag,CRFBP-R2 block,CHRM5 agonist,CRFR2-BP ag,M4 PAM,CHRM1 PAM,CHRM5 antagonist,M5 PAM
O=C1C(=O)N(CCN2CCOCC2)C(c2ccc(Cl)cc2)/C1=C(/O)c1ccc(S(=O)(=O)N2CCOCC2)cc1 (configuration not stated),-7,1,-7,-2,4.1,2,13,3,1
Cn1c(SCCOc2ccccc2Cl)nnc1-c1ccncc1,-9,2,0,3,0.0,16,9,-6,3
O=C(Nc1ccc(Cl)c(Cl)c1)Nc1ccc([N+](=O)[O-])cn1,-13,1,-4,-1,-0.5,9,-3,5,-7
C=CCN1C(=O)C(Cc2ccccc2Cl)SC1=Nc1ccc(C(=O)O)cc1 (configuration not stated),10,5,5,1,-0.4,-3,5,-1,13
O=C(CS(=O)c1ccc(C(F)(F)F)cc1[N+](=O)[O-])Oc1ccc(Cl)cc1 (configuration not stated),-6,0,11,-2,-1.6,-2,12,1,7
COc1ccccc1N(CC(=O)NCC1CCCO1)C(=O)CNS(=O)(=O)c1ccc(Cl)cc1 (configuration not stated),-5,1,-7,-3,-1.0,2,3,12,1
NC(=O)c1ccccc1NC(=O)Nc1ccccc1Cl,-7,1,-6,1,1.6,-3,8,3,-4
CC(C)(C)NC(=O)C(c1ccc(Cl)cc1)N(CCO)C(=O)c1snc(C(N)=O)c1N (configuration not stated),-9,1,8,-2,0.3,1,6,0,3
NC(=O)C1CCN(C2=C(Cl)C(=O)c3ccccc3C2=O)CC1,0,1,-16,-4,-2.2,6,4,9,-5
COc1ccc(-c2nc(CN3CCN(Cc4cccc(Cl)c4)CC3)c(C)o2)cc1,-4,1,0,-6,-2.3,-5,4,6,-5
COc1ccc(CCn2c(-c3ccc(Cl)cc3)n[nH]c2=S)cc1OC,3,1,0,0,0.9,7,7,-15,2
Cc1ccc(C(=O)O/N=C/c2c(C)nn(C)c2Cl)cc1,-10,1,-11,-1,0.4,2,4,3,6
